JMJD2A Tudor inh: inhibitors of human JMJD2A Tudor domain. O75164. AlphaScreen JMJD2A-Tudor / H3K4me3 peptide binding. Potency, µM (doses to about 114 µM), inactives show at the highest dose activity change, negative = inhibition, actives largely listed as inhibitors. actives 4.4% (n = 390,000). AID 504339; further: potency means the concentration at half of the fitted maximal effect; on the % scale 0 is the no-effect control and ±100 the full control effect; nearly all actives have a fitted effect of over 50% in size
BAZ2B inh: blocks human BAZ2B; AlphaScreen BAZ2B-H3K14Ac peptide displacement; Potency, µM (highest dose often 114 µM), inactives show at the top dose activity change, negative = inhibition, hits mostly inhibitors; actives 4.4% (n = 360,000); AID 504333; further: potency means the concentration at half of the fitted maximal effect; on the % scale 0 is the no-effect control and ±100 the full control effect; nearly all actives have a fitted effect of over 60% in size
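AlphaScreen displacement: compounds (up to 110uM) incubated 30 min at room temperature with a preformed 50 nM BAZ2B/50 nM biotinylated H3K14Ac peptide complex in PBS pH 7.4 with Tween-20. Donor and acceptor beads at 10 ug/mL final added, 20 min light-protected before reading.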
ERG-DNA inh: inhibitors of human ERG Ets domain-DNA interaction; actives 0.028% (n = 370,000); fluorescence polarization, His-ERG Ets domain / labelled DNA; AID 624246; P11308; Potency, µM (top dose mostly 76.9 µM), for the others: at the top dose FP activity, negative = inhibition, most hits filed as inhibitors; active means well fitted inhibition curve with a large enough effect in the polarisation, with a control signal flat; inconclusive means small, poorly fitted or top-dose-only effect, or effect the other way, or a change in a side signal; inactive means no such curve, though single readings can be large or run the other way; the % refers to the polarisation;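 further: polarization taken with two DNA probes labelled with fluorescein and Texas red; potency means the concentration at half of the fitted maximal effect; % of control where 0% means no effect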
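His-tagged ERG Ets domain (1 uM in the protein solution; 300mM KCl, 50mM Tris-HCl, 1mM EDTA, 1mM DTT, pH 7.5) received compound, then a probe mix of 5 nM fluorescein-DNA and 100nM Texas-615-DNA. Fluorescence polarization was read for both dyes.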
PI4K2A inh: PI4K2A (human) kinase inhibition; actives 0.13% (n = 420,000); Q9BTU6; purified PI4K2A, ADP-Glo luminescence, 1 h; active compounds read low; activity change, negative = inhibition, % at 76.9 µM; in the data active means activity change below about -50%; inconclusive means mostly about -30% to -49%;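 further: -100% = wells without enzyme as full effect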
Target sequence (Q9BTU6 whole entry, looked up): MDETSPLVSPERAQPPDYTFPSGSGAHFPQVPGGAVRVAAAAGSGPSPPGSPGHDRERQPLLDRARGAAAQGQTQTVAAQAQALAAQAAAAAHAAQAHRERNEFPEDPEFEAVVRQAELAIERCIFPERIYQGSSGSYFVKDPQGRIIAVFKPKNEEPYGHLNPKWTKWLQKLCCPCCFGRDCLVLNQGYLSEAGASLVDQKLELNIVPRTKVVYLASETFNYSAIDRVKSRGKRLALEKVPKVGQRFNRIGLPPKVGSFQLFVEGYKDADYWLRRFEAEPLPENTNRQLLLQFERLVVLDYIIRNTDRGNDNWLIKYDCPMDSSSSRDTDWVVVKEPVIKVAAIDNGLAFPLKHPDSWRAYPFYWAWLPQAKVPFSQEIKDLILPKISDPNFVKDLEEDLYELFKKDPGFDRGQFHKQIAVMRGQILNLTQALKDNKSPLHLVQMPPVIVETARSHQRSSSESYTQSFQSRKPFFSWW
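Compounds are screened against recombinant PI4K2A using PI as substrate and ATP, the latter dispensed at 300 microM. Reactions run one hour at ambient temperature before ADP-Glo detection; full inhibition defined by wells lacking enzyme.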
G9a inh: G9a (human) methyltransferase inhibition. Potency, µM (highest dose often 102 µM), for inactives: at the highest dose activity, negative = inhibition, usual class: inhibitors. Q96KQ7. actives 8.8% (n = 350,000). G9a H3K9 monomethylation, AlphaScreen, 2 h; further: potency means the concentration at half of the fitted maximal effect; on the % scale 0 is the no-effect control and ±100 the full control effect; nearly all actives have a fitted effect of over 75% in size
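Chemiluminescent proximity detection of H3K9 monomethylation, read after 10 min bead incubation in the dark. Reaction: 20 nM G9a, 500 nM biotin-H3K9 peptide, 20 uM SAM cofactor, 2 h, room temperature, following 15 min enzyme-compound preincubation.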
GLS inh: blocks human kidney-isoform glutaminase activity | GLS enzymatic activity, qHTS titration | Potency, µM (top dose mostly 45.5 µM), for the others: top-dose activity change, negative = inhibition, hits mostly inhibitors | AID 624170 | O94925 | actives 0.21% (n = 410,000); further: potency means the concentration at half of the fitted maximal effect; on the % scale 0 is the no-effect control and ±100 the full control effect
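Coupled fluorescence readout: glutamate oxidase/HRP/Amplex Red detect glutamate formed by hKGA from L-glutamine (1 mM solution added). Buffer 45 mM KH2PO4 pH 8.2, 0.02% Tween-20; reads at t0 and 30 min RT.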
HP1b chromo inh: blocks HP1-beta chromodomain binding to methylated histone tails. P83916. AlphaScreen HP1-beta / biotin-H3K9me3 peptide binding. Potency, µM (highest dose often 114 µM), for inactives: top-dose activity change, negative = inhibition, actives largely listed as inhibitors. actives 0.56% (n = 390,000); further: potency means the concentration at half of the fitted maximal effect; nearly all actives have a fitted effect of over 70% in size; inactives centre near 23
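Compound inhibition of the preformed complex between 50 nM HP1-beta and 50 nM biotinylated H3K9me3 peptide was read by AlphaScreen. Buffer was PBS pH 7.4 with 0.01% Tween-20. Incubations ran 30 min at room temperature, with 10 ug/mL donor/acceptor beads.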
Pin1 inhibitor: blocks the human prolyl isomerase Pin1; Pin1 FP peptide displacement, HiFluor488, 10 min; Potency, µM (series often up to 115 µM), for the others: top-dose activity, negative = inhibition, hits mostly inhibitors; actives 0.009% (n = 390,000); active means well fitted inhibition curve with a large enough effect in the polarisation, with a control signal flat, not every such curve was filed as active; inconclusive means small, poorly fitted or top-dose-only effect, or effect the other way, or a change in a side signal; inactive means no such curve, though single readings can be large or run the other way; the % refers to the polarisation; further: potency means the concentration at half of the fitted maximal effect; on the % scale 0 is the no-effect control and ±100 the full control effect
Target sequence (Q13526 whole entry, looked up): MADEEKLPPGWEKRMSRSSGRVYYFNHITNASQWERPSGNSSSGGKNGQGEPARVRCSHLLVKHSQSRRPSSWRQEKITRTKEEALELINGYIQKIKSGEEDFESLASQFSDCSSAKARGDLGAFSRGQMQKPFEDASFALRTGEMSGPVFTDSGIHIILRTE
PGK inhibitor: T. brucei PGK inhibition | Potency, µM (series often up to 57.5 µM), for inactives: at the top dose activity change, negative = inhibition, usual class: inhibitors | PGK/GAPDH coupled, Kinase-Glo luminescence, 60 min | actives 0.043% (n = 380,000) | P07378; further: potency means the concentration at half of the fitted maximal effect; on the % scale 0 is the no-effect control and ±100 the full control effect; nearly all actives have a fitted effect of over 60% in size
Target sequence (P07378 whole entry, looked up): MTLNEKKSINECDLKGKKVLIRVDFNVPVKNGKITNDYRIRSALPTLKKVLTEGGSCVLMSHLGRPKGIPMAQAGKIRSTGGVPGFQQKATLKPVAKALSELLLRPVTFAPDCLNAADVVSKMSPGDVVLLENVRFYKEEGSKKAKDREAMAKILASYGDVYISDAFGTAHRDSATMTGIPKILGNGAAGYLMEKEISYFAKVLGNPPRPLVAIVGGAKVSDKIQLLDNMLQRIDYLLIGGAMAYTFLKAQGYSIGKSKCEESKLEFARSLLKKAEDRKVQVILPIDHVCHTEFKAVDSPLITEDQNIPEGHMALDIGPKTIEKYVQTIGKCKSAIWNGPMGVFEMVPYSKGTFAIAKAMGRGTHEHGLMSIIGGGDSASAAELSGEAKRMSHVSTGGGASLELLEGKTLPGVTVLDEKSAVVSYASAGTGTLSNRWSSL
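Luminescent ATP detection (Kinase-Glo Plus) follows a 60-minute room-temperature incubation, with wells lacking PGK as controls. Buffer: 100 mM TEA (pH 7.6), 5 mM MgCl2, 0.01% Tween-20. Coupling enzyme GAPDH (100 nM final) supplies unstable 1,3-BPG in-well.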
* hit, by the source's call; i = inactive; ? = inconclusive; . = no result given; [ ] = another dose, or the depositor's remark. Unless noted, the call rests on the fitted dose curve; in most records, active means well fitted curve in the direction sought with a large enough effect; inconclusive means small, poorly fitted or top-dose-only effect, or another doubt; inactive means no such curve, though single readings can be large; an effect the other way counts as inactive or inconclusive.

G9a inh | PGK inhibitor | ERG-DNA inh | BAZ2B inh | JMJD2A Tudor inh | Pin1 inhibitor | HP1b chromo inh | GLS inh | PI4K2A inh | Structure
10.7% | 0.6% | -3.5% | 5.5%[57.1 µM] | 32.6% | -7.8% | 35.4%[activator] | . | 16.2 | CCOC(=O)Cc1csc(NC(=O)COc2ccccc2OCC)n1
13.9%[2.33 µM] | -1.5% | 9.9% | 7.8% | -6.8% | -10.9% | 5.2% | -1.2% | -2.4 | Cc1cccnc1NC(=O)COc1ccc2c(c1)CCC2
9.1%[59 µM] | -5.7% | 3.4% | 2.5% | -14.8% | 3.6% | 21.7% | -0.2% | -3.3 | CCCCn1c(CN2CCN(C(=O)c3ccco3)CC2)nc2c1c(=O)n(C)c(=O)n2C
4.3%[0.501 µM] | -1.3% | -4.0% | 7.8% | -10.9% | -4.0% | -9.2% | -0.6% | 0.6 | CCCCN(C(=O)c1ccc2c(c1)S(=O)(=O)N=C1CCCCCN12)c1c(N)n(CCCC)c(=O)[nH]c1=O
-12.0%[59 µM] | -9.4% | -14.3% | . | -30.1% | -8.7% | 15.2% | -10.7% | 2.6 | O=C1OCCN1C(=O)[C@H]1[C@H](c2ccc([N+](=O)[O-])cc2)C(c2ccccc2)=NN1c1ccccc1
-19.3% | -6.0% | -5.4% | 1.9% | -10.3% | 3.7% | 16.4% | 6.3% | -1.7 | CCOC(=O)N1CCN(C(=O)COC(=O)C2CCN(S(=O)(=O)c3ccc(C)c(C)c3)CC2)CC1
31.6µM* | . | 6.9% | ? | -27.1% | 9.1% | 9.2% | 10.0% | -1.3 | CNc1nc(-c2ccc3c(c2)CCN3C(=O)c2ccc(F)cc2)cs1
5.5%[12.7 µM] | -11.2% | . | 35.5µM* | 39.8µM* | 6.3% | 11.7% | -6.8% | -4.6 | CC(C)c1ccc2oc(-c3ccc(NC(=O)c4ncn[nH]4)cc3)nc2c1
-4.9%[59 µM] | i | 0.2% | -1.7% | -34.7% | ? | 16.9% | 2.6% | -0.8 | COc1ccc(-c2nc3ccccc3n3c(-c4cccc(C)c4)c4c(=O)n(C)c(=O)n(C)c4c23)cc1OC
26.2% | i | -7.5% | -2.7% | -20.1% | 14.1% | 22.4% | -0.7% | -5.1 | COC(=O)c1ccccc1NC(=O)Oc1ccc(C(C)C)cc1
. | -9.6% | -1.8% | -4.7% | -2.8% | 1.3% | 19.6% | 5.6% | -0.3 | Cc1cc(Br)cc2c(C(=O)NCC3CCCO3)cc(-c3ccccc3)nc12 (stereo not drawn)
0.5% | -6.4% | -7.9% | -16.5% | -12.4% | -6.5% | 34.1% | -9.7% | -3.9 | Oc1ccc(/C=N/Nc2ccc(C(F)(F)F)cn2)cc1
-41.5% | -1.0% | 5.4% | ? | -26.5% | ? | 34.4% | -4.9% | 1.9 | COc1ccccc1/C=C(/C(=O)NCCCn1ccnc1)c1ccccc1
-7.2%[59 µM] | i | -15.8% | 2.7% | 8.7% | -6.1% | 22.5% | 0.8% | -5.3 | Cc1ccc(N(CC(=O)Nc2c(C)n(C)n(-c3ccccc3)c2=O)S(C)(=O)=O)cc1C
? | 3.7% | 2.2% | ? | -3.1%[11.4 µM] | -0.9% | -21.4% | -4.4% | 1.1 | O=C(NC1=NCCS1)C1Cc2ccccc2CN1C(=O)c1ccccc1 (stereo not drawn)
-8.1%[59 µM] | 0.3% | -2.2% | -0.1% | -5.8% | 1.6% | 44.3%[activator] | 0.6% | -3.0 | CCCCSc1ncnc2c1sc1nc(N3CCOCC3)c3c(c12)CCCC3
-0.5%[12.7 µM] | -6.1% | -16.0% | -3.4% | -1.5% | -10.9% | 48.6%[activator] | -0.8% | -2.8 | CC1CC(C)CN(C(=O)Cn2c(=O)n(CCCCC(=O)NC3CCCC3)c(=O)c3ccccc32)C1 (stereo not drawn)
21.6%[59 µM] | 3.3% | -5.5% | 2.3% | 27.7% | 6.4% | 51.0% | -6.1% | -1.1 | COC(=O)c1ccc(COc2cc(O)c3c(c2)OC(C)(C)CC3=O)cc1
10.5%[12.7 µM] | -9.5% | -5.4% | ? | -13.6% | -6.8% | -6.4% | 6.0% | 2.3 | CCCN1Cc2cccc(C(=O)Nc3ccc4c(c3)OCO4)c2C1=O
? | 1.9% | 10.1% | -7.0% | -10.7% | -0.4% | 30.1% | 0.0% | -1.3 | COc1ccc(NC(=O)/C(C#N)=C/c2ccc(OCCN3CCOCC3)c(OC)c2)c(OC)c1
-5.0% | -2.3% | 0.2% | ? | -31.0% | -3.2% | 21.8% | 1.2% | 4.5 | COc1cc(-c2nc(CN3CCN(C(=O)c4ccco4)CC3)c(C)o2)ccc1F
-4.8%[59 µM] | -7.7% | -0.6% | -3.7% | -30.9% | -5.2% | 9.7% | 8.9% | 3.6 | CC(C(=O)Nc1ccc2c(c1)OCCO2)c1ccc([N+](=O)[O-])cc1 (stereo not drawn)
10.2%[59 µM] | -6.7% | -4.1% | 48.1%[activator] | 50.0%[activator] | -5.4% | 140.2%[activator] | -1.3% | -3.2 | COC(=O)CSc1nc2c(c(C3CC=CCC3)c1C#N)CCC2 (stereo not drawn)
-9.2%[0.501 µM] | -6.2% | -3.2% | -10.3% | 4.3% | -2.7% | 33.4% | -7.7% | 2.5 | COc1ccc(OCCn2ccnc2)cc1
. | i | -9.0% | . | -10.1% | -0.8% | 94.5%[activator] | 0.1% | -0.6 | CC[C@@H]1CCCCc2ccccc2[C@@H](C(=O)C[C@H](O)CC(C)=O)OC1=O
? | 2.3% | -2.5% | 2.7% | -8.9% | -0.3% | 17.9% | 0.1% | 2.4 | CC1(NC(=O)c2cccc(S(=O)(=O)N3CCCc4ccccc43)c2)CCS(=O)(=O)C1 (stereo not drawn)
17.3%[12.7 µM] | 0.6% | -6.4% | 6.8% | -14.2% | 4.4% | 32.2%[activator] | -8.8% | -3.0 | Cc1ccc(Nc2cc(-n3nc(C)cc3C)ncn2)cc1
. | -1.8% | 12.3% | -14.4% | -28.7% | -1.0% | 23.1% | 20.4% | 3.8 | O=C(NC(=S)N1CCN(c2ccccc2)CC1)c1ccc(S(=O)(=O)N2CCOCC2)cc1
? | -0.7% | -4.4% | -11.9% | -24.6% | -11.2% | 10.1% | -3.4% | -2.7 | Cc1c(Cl)cccc1NC(=S)N(Cc1ccccc1)Cc1cccnc1
. | -3.0% | 17.7% | -1.5% | -14.1% | -14.1% | 17.5% | 2.8% | -9.6 | COc1cccc(NC(=O)c2ccc(CN3CCc4ccccc4C3)cc2)c1
11.8%[59 µM] | -2.4% | -4.1% | 0.8% | -10.2% | 8.3% | 28.3% | -2.1% | 0.8 | N#Cc1cc2cc3c(cc2nc1SCC(=O)N1CCOCC1)OCO3
3.8%[2.33 µM] | -12.2% | -1.0% | ? | -31.7% | ? | 36.2% | 35.8%[activator] | 2.5 | Cc1ccc([C@@H]2CC=C(C(=O)O)[C@H](c3cccc(Cl)c3)N2S(=O)(=O)c2ccc(C)cc2)cc1
17.8% | -12.2% | -17.0% | -15.8% | -16.0% | -8.3% | 36.0% | -14.1% | -3.6 | C=CCn1c(C)nnc1SCC(=O)Nc1nc(C)c(C(=O)N(C)C)s1
28.2µM* | 0.3% | -5.9% | -24.1% | -29.5% | -13.4% | 25.6% | -2.3% | -6.4 | OC(CC#CCN1CCCC1)(c1ccccc1)c1ccccc1
-33.5%[59 µM] | 3.2% | -0.5% | -31.2% | -21.4% | 6.5% | 30.8% | 4.1% | -0.5 | COc1ccc(Cn2c(C(=O)O)c(CNCc3ccc(OC)cc3OC)c3ccc(C)cc32)cc1
? | -26.5% | -7.6% | 0.9% | 56.2µM* | . | 12.6% | -8.3% | ? | CCCOc1ccc(Cc2nn3c(=O)/c(=C/c4ccco4)sc3nc2=O)cc1
? | 5.4% | -3.3% | -22.9% | -8.6% | ? | 47.8%[activator] | 1.5% | -5.5 | CC(=O)Nc1nc(-c2cc([N+](=O)[O-])cs2)cs1
0.7% | i | 5.2% | -12.3% | 3.8% | -0.6% | 29.1% | 14.8% | -1.4 | O=C(Nc1ccc(NC(=O)c2cccs2)cc1)c1ccc2c(c1)OCO2
21.0%[12.7 µM] | -5.0% | 3.8% | 0.4% | -23.2% | -9.3% | 17.6% | -7.3% | 5.6 | CCOc1ccc(NC(=O)CN(C)C(=O)CCSc2ccc(F)cc2)cc1OCC
-23.9%[59 µM] | 0.3% | 17.4% | 9.4% | -6.2% | -7.0% | 29.1% | 1.1% | 1.8 | CCO[C@H]1OC(C(=O)NC2CC2)=C[C@@H](c2csc3ccccc23)[C@@H]1CCCO
8.4%[59 µM] | i | 2.1% | -6.6% | -9.5% | -6.5% | 5.7% | 1.2% | 1.4 | Cc1cc(NC(=O)CSc2nc(=O)n3cccc(C)c3n2)no1
? | i | -8.5% | 33.3%[activator] | -0.7% | -4.6% | 33.8% | -8.1% | -1.3 | COc1ccc(S(=O)(=O)N2CCN(C(=O)C3CC3)CC2)cc1Br
. | -4.8% | . | . | -18.1% | 1.1% | 20.6% | 6.6% | -1.4 | Cc1[nH]c(=S)[nH]c(=O)c1Cc1c(O)ccc2ccccc12
